All columns: NCI-60 one-dose screen, growth in % after 48 h at 10 µM unless noted; 100 = growth as untreated, 0 = no growth, -100 = all killed.
SK-MEL-2 = SK-MEL-2 melanoma; 4.7% of 77,000 active; AID 1794763
SK-MEL-28 = SK-MEL-28 melanoma; 4.1% of 81,000 active
UACC-257 = UACC-257 melanoma; 4.4% of 78,000 active
UACC-62 = UACC-62 melanoma | 5.4% of 81,000 active
MALME-3M = MALME-3M melanoma; 5.8% of 78,000 active
SK-MEL-5 = SK-MEL-5 melanoma; 6.4% of 80,000 active; AID 1794755
LOX IMVI = LOX IMVI melanoma | 7.4% of 79,000 active
HS 578T = HS 578T breast cancer; 4.1% of 78,000 active; AID 1794788
* hit, by the source's call; nt = not tested or not shown; & = joins results of further samples. The calls were made as follows: active = growth percent below 10; inactive = the rest.

SMILES	SK-MEL-2	SK-MEL-28	UACC-257	UACC-62	MALME-3M	SK-MEL-5	LOX IMVI	HS 578T
CC(=O)O[C@H](C[C@H](C(C)C)N(C)C(=O)[C@@H](NC(=O)[C@H]1CCCCN1C)C(C)C)c1cccc(C(=O)N[C@@H](Cc2ccccc2)C[C@H](C)C(=O)O)n1	30	65	48	36	74	-39*	15	9.6*
Cn1cc(-c2csc(-c3cn(CCCCN4CCCCC4)c4ccccc34)n2)c2cccnc21	38	-79*	-67*	nt	-67*	-92*	-73*	61
CO/N=C1\CC[C@]2(C)[C@H]3CC[C@]4(C)C(=O)CC[C@H]4[C@@H]3C[C@@H]3SC(N)=N[C@@]32C1	97	95	101	80	94	101	98	102
CC(C)N(CCCl)CCOc1ccccc1Cc1ccc(F)cc1	101	96	103	95	98	90	93	106
COc1ccc2c(c1)C13CCN(C)C(C2)C1CCC1(C3)OCCO1 (configuration not stated)	112	117	108	107	107	99	98	111
O=C1NC(=S)NC(=O)C1=Cc1ccc(OCc2ccccc2)cc1	125	114	102	94	112	102	108	126
CN1CCN(C(=O)COc2ccc(/C=C3\CC4C5CC=C6CC(Cl)CCC6(C)C5CCC4(C)C3=O)cc2)CC1 (configuration not stated)	90	103	39	90	74	80	23	nt
CCOC(=O)/C(=C\c1ccc(F)cc1)[Se]c1ccccc1	110	115	107	88	117	98	99	89
CC1(C)CCCN1CCC(C(N)=O)(c1ccccc1)c1ccccc1	105	116	95	102	111	105	88	108
Cc1cccc(N2CCN(C(C)C#N)CC2)c1 (configuration not stated)	104	114	98	111	102	105	95	96
CC[S][Hg][Cl]	105	111	97	103	118	106	88	106
CCOP(=O)(OCC)C(NC(C)=O)C(=O)SCCN (configuration not stated)	112	108	96	96	105	99	92	100
C[C@]12CC[C@H]3[C@@H](C[C@H]4OC[C@@]35CCC(=O)C=C45)[C@@H]1CC[C@@H]2O	111	104	102	101	104	101	97	105
CC[C@H](c1cccc(O)c1)[C@@H](C)CN(C)C	nt	111	108	101	97	104	100	122
NC(=O)C(Br)CBr (configuration not stated)	-85*	-28*	-84*	20	nt	56	3.1*	51
N#Cc1cccnc1	109	111	110	97	111	109	104	109
CC(C)c1ccc(C(Cc2ccccc2)NCCO)cc1 (configuration not stated)	59	76	106	96	94	97	76	104
Oc1cc[c]([Hg][Cl])cc1	70	74	100	92	94	75	71	86
CNC(=O)Oc1ccccc1C1CCCCC1	103	117	107	87	111	96	100	104
CC(C)[N+](C)(CCC(C(N)=O)(c1ccccc1)c1ccccc1)C(C)C	131&122&125	106&108&101	100&94&118	96&93&104	108&104&177	107&104&100	96&99&116	98&93&130
O=S1(=O)OC(c2cc(Br)c(O)c(Br)c2)(c2cc(Br)c(O)c(Br)c2)c2ccccc21	111	118	101	104	101	105	101	nt
COc1ccc(-n2c(C)nc3cc(OC)c(OC)cc3c2=O)cc1OC	nt	109	102	104	62	104	101	101
O=C1NC(=O)C(=Cc2ccc(Cl)cc2)C(=O)N1	117	116	79	103	113	98	102	97
CC(=O)O[C@H]1CC[C@H]2[C@@H]3CC=C4c5nc(-c6cccc(Cl)c6)sc5CC[C@]4(C)[C@H]3CC[C@]12C	99	120	113	101	111	109	104	101
COC1CC2c3ccccc3C1C(C)=[N+]2C (configuration not stated)	92	145	96	92	89	106	95	105
CCOc1ccccc1C(=O)OCC(Cl)(Cl)Cl	116	118	112	107	109	106	104	98
CC(C)CCNC(=O)CN1C(=O)CN=C(c2ccccc2)c2ccccc21	122	105	94	97	nt	nt	nt	111
COc1cc2c(cc1OCCCCn1c(-c3cccs3)nc3ccccc31)N=C[C@@H]1CCCN1C2=O	-52*	-37*	nt	-91*	-77*	-80*	-49*	-5.1*
CC(C)N(C(=O)SCC(Cl)=C(Cl)Cl)C(C)C	nt	104	98	111	103	nt	nt	123
O=C(N/N=C\c1ccc(N(CCCl)CCCl)cc1[N+](=O)[O-])c1cccnc1	100	103	95	98	77	101	94	110

In another format: four of the compounds above
Below each compound – SK-MEL-2 | SK-MEL-28 | UACC-257 | UACC-62 | MALME-3M | SK-MEL-5 | LOX IMVI | HS 578T
- COC1CC2c3ccccc3C1C(C)=[N+]2C (configuration not stated)
  92 | 145 | 96 | 92 | 89 | 106 | 95 | 105
- CCOc1ccccc1C(=O)OCC(Cl)(Cl)Cl
  116 | 118 | 112 | 107 | 109 | 106 | 104 | 98
- CC(C)CCNC(=O)CN1C(=O)CN=C(c2ccccc2)c2ccccc21
  122 | 105 | 94 | 97 | nt | nt | nt | 111
- COc1cc2c(cc1OCCCCn1c(-c3cccs3)nc3ccccc31)N=C[C@@H]1CCCN1C2=O
  -52* | -37* | nt | -91* | -77* | -80* | -49* | -5.1*

Next section:
SMILES	SK-MEL-2	SK-MEL-28	UACC-257	UACC-62	MALME-3M	SK-MEL-5	LOX IMVI	HS 578T
O=C1CC(=O)N(Cc2ccccc2)C(=O)N1	104	100	107	98	nt	110	105	108
Clc1ccc(CSc2ncc(Br)c(N3CC3)n2)c(Cl)c1	115	106	98	88	109	97	99	nt
COc1c(C(C)(C)C)cc([N+](=O)[O-])c(C)c1[N+](=O)[O-]	125	107	104	111	nt	106	105	101
COCCCOc1ccnc(CS(=O)c2nc3ccccc3[nH]2)c1C (configuration not stated)	82	103	103	88	102	85	85	nt
Cc1ccc(N)cc1[As]=[As]c1cc(N)ccc1C (configuration not stated)	nt	-94*	-97*	-90*	-91*	-87*	-57*	nt
Cc1ccc(C[As+](c2ccccc2)(c2ccccc2)c2ccccc2)cc1	-17*	37	-18*	8.4*	25	-65*	-27*	21
Cc1ccccc1N	94	107	104	97	101	102	94	106
ClC(Cl)c1nc2ccccc2[nH]1	103	117	nt	nt	97	107	89	104
CC[C@]12C=CCN3CC[C@@]4(c5ccc(OC)cc5N(C)[C@H]4[C@@](O)(C(=O)OC)[C@@H]1OC(=O)CCCC[P+](C1CCCCC1)(C1CCCCC1)C1CCCCC1)[C@@H]32	-88*	-87*	-82*	-97*	-96*	-96*	-96*	-35*
O=[N+]([O-])c1cc(Cl)c(Cl)cc1Cl	119&143	124&115	111&80	115&91	126&115	105&123	98&97	96
Cc1cccc(CC(O)C(Cl)(Cl)Cl)n1 (configuration not stated)	106	95	79	93	121	98	103	108
Oc1cc(N2CC2)c(O)cc1N1CC1	-38*	-51*	-47*	-67*	-90*	-95*	1.4*	-17*
NC(c1ccccc1)c1ccc(Cl)cc1 (configuration not stated)	77	57	nt	48	105	72	37	87
CCC(CN(C)C)c1ccccc1 (configuration not stated)	125	115	100	106	112	107	101	103
CCC(O)Cc1ccccc1 (configuration not stated)	122	nt	81	104	115	103	98	114

Fetched by compound from the list above:
SMILES	SK-MEL-2	SK-MEL-28	UACC-257	UACC-62	MALME-3M	SK-MEL-5	LOX IMVI	HS 578T
CC[C@]12C=CCN3CC[C@@]4(c5ccc(OC)cc5N(C)[C@H]4[C@@](O)(C(=O)OC)[C@@H]1OC(=O)CCCC[P+](C1CCCCC1)(C1CCCCC1)C1CCCCC1)[C@@H]32	-88*	-87*	-82*	-97*	-96*	-96*	-96*	-35*
Cc1ccc(C[As+](c2ccccc2)(c2ccccc2)c2ccccc2)cc1	-17*	37	-18*	8.4*	25	-65*	-27*	21
Oc1cc(N2CC2)c(O)cc1N1CC1	-38*	-51*	-47*	-67*	-90*	-95*	1.4*	-17*
O=[N+]([O-])c1cc(Cl)c(Cl)cc1Cl	119&143	124&115	111&80	115&91	126&115	105&123	98&97	96
Cc1ccc(N)cc1[As]=[As]c1cc(N)ccc1C (configuration not stated)	nt	-94*	-97*	-90*	-91*	-87*	-57*	nt
CCC(CN(C)C)c1ccccc1 (configuration not stated)	125	115	100	106	112	107	101	103
Cc1ccccc1N	94	107	104	97	101	102	94	106

Carrying on:
SMILES	SK-MEL-2	SK-MEL-28	UACC-257	UACC-62	MALME-3M	SK-MEL-5	LOX IMVI	HS 578T
Nc1ncnc(N)n1	127	115	103	nt	nt	98	105	108
C1=C(c2ccccc2)CCNC1	109	114	122	100	121	112	96	116
COC(=O)C1=C(C(=O)OC)C2c3ccccc3C1c1ccccc12	90	124	96	76	nt	94	96	104
ClC(CN1CCOCC1)C(Cl)c1ccccc1 (configuration not stated)	104	110	98	98	110	106	101	95
C1CCC2(CC1)OOCNCOO2	102	110	99	113	110	94	-77*	115
O=NN1CCNC1=O	121	106	100	112	114	117	102	nt
COc1cc(C2=NN(c3ccccc3)C(c3sc(N(CCCl)CCCl)nc3Cl)C2)cc(OC)c1OC (configuration not stated)	85	99	87	48	121	88	93	86
CC(=O)C(Cl)c1ccccc1 (configuration not stated)	105	114	107	107	122	111	113	102
CC1(C)N=C(N)N=C(N)N1c1ccc(CNC(=O)Nc2ccc(S(=O)(=O)F)c(Cl)c2)c(Cl)c1	50	49	23	24	54	24	12	nt
CC(C)CCC1C(=O)N(C)C(=O)N(C)C1=O	88	110	90	108	101	96	96	104
Oc1ccc(Br)cc1Br	nt	109	110	115	112	110	101	nt
ClCc1nc2ccccc2[nH]1	96	100	103	101	nt	100	102	91
C[N+](C)(C)Cc1cc(Cl)ccc1O	100	102	97	102	93	93	99	103
CCOC(=O)/C=C(\C)Nc1ccc(N/C(C)=C/C(=O)OCC)c2c1Oc1ccccc1O2	100	114	109	92	107	80	94	87
CC(=O)Nc1ccc(Cc2ccc(NC(C)=O)cc2)cc1	125	109	99	107	103	104	100	121

Results in SK-MEL-28, MALME-3M and UACC-62, for 2 of the compounds above:
SMILES | SK-MEL-28 | MALME-3M | UACC-62
C[N+](C)(C)Cc1cc(Cl)ccc1O | 102 | 93 | 102
CCOC(=O)/C=C(\C)Nc1ccc(N/C(C)=C/C(=O)OCC)c2c1Oc1ccccc1O2 | 114 | 107 | 92

An excerpt from above in order of SMILES length, ascending:
SMILES	SK-MEL-2	SK-MEL-28	UACC-257	UACC-62	MALME-3M	SK-MEL-5	LOX IMVI	HS 578T
Nc1ncnc(N)n1	127	115	103	nt	nt	98	105	108
Oc1ccc(Br)cc1Br	nt	109	110	115	112	110	101	nt
C[C@]12CC[C@H]3[C@@H](C[C@H]4OC[C@@]35CCC(=O)C=C45)[C@@H]1CC[C@@H]2O	111	104	102	101	104	101	97	105

Further entries.
SMILES	SK-MEL-2	SK-MEL-28	UACC-257	UACC-62	MALME-3M	SK-MEL-5	LOX IMVI	HS 578T
COc1cc2c(O[C@@H]3OC[C@H](OC(C)=O)[C@H](OC(C)=O)[C@H]3O)c3c(c(-c4ccc5c(c4)OCO5)c2cc1OC)C(=O)OC3	-32*	nt	-36*	nt	39	nt	-54*	60
Oc1c(Br)cc(-c2ccccc2)cc1Br	93&107	110&112	93&89	95&101	97&106	106&102	99&102	104&105
c1cnc(OCCN2CC2)cn1	101	100	106	100	116	104	105	104
COC(=O)C1CN1/C(C)=N/N=C1\C(=O)Nc2ccccc21 (configuration not stated)	106	109	106	97	98	105	98	96
CC(C)(Cl)C(N)=O	119	113	110	94	96	101	96	110
C1CN2CN3CCN(CN1C3)C2	88	122	99	87	95	115	96	105
Cc1ccc(C[N+](C)(C)C)cc1	102	113	104	109	nt	109	nt	101
CC1(C)C(=O)CC[C@@]2(C)C1=CC[C@H]1[C@@H]3CC[C@H](O)[C@@]3(C)CC[C@@H]12	115	103	114	108	93	nt	103	102
N#CCc1ccccc1CC#N	nt	131	102	95	110	109	97	98
COc1ccc(Nc2ccc([N+](=O)[O-])cc2[N+](=O)[O-])cc1CN(CCCl)CCCl	43	74	63	12	55	57	3.7*	67
Cc1cc(Cl)cc(Cl)c1O	92	106	85	100	105	98	95	110
c1ccc(CN2CO[C@@H]3CCCCC[C@H]32)cc1	99	99	nt	108	121	103	100	108
C[C@@]12CC[C@@H](O)C[C@@H]1CC[C@H]1[C@H]2CC[C@@]2(C)[C@H](c3ccc(=O)oc3)CC[C@@]12O	-30*	-43*	-79*	-71*	-45*	-69*	-75*	-14*
CC1([N+](=O)[O-])COP(=O)(Nc2cccc(Cl)c2)OC1 (configuration not stated)	94	105	101	106	102	105	93	103
CC1C(Cl)C2(Cl)C(Cl)=C(Cl)C1(Cl)C2(Cl)Cl (configuration not stated)	101	108	102	99	100	101	96	117
S=C1NC2(CCCCC2)NC12CCCCC2	95	95	98	95	85	nt	100	86
CS(=O)(=O)c1ccc(C(=O)C2C(=O)CCCC2=O)c([N+](=O)[O-])c1	114	109	98	95	106	100	111	104
CC1CC(NCC(O)CO)CC(C)(C)C1 (configuration not stated)	111	113	101	110	124	114	99	94
CC(C#N)N1CCN(c2cccc(Cl)c2)CC1 (configuration not stated)	96	109	83	95	95	102	96	97
CCC1(CC)C(=O)NC(=S)NC1=O	nt	112	92	103	112	109	93	105

Source: PubChem

This is a subset; the hit share may differ from the screen's.
